Assay outcomes from PubChem BioAssay.
mIDH1 inhibitor – human IDH1 R132H inhibition; O75874; IDH1-R132H enzyme, NADPH consumption, diaphorase/resazurin fluorescence; Potency, µM (series often up to 76.6 µM), for inactives: top-dose activity change, negative = inhibition, most hits filed as inhibitors; 390,000 compounds, 0.093% hits; AID 602179; note: % is set by controls: 0 for no effect and ±100 for the full control effect; nearly all actives have a fitted effect of over 65% in size
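IDH1-R132H (0.5 ug/mL dispensed) in pH 7.5 Tris buffer was preincubated 30 min with compound, then given a substrate mix of 0.016 mM NADPH and 2 mM alpha-KG for 80 min at room temperature; remaining NADPH was read by diaphorase/resazurin fluorescence.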
Vif-APOBEC3F blk – inhibitors of Vif-A3F interaction; HeLa A3F-eYFP + Vif (tagged APOBEC3F with the HIV-1 protein that degrades it), YFP fluorescence increase; Potency, µM (series often up to 46.1 µM), inactives show at the top dose activity, negative = active; 390,000 compounds, 0.2% hits; AID 602313; note: % of control where 0% means no effect; nearly all actives have a fitted effect of over 65% in size
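Fluorescence increase (Ex 488/Em 500-530) after overnight compound treatment at 37 deg C flags inhibition of Vif-driven A3F-eYFP loss in stable HeLa A3F-eYFP/Vif cells seeded overnight beforehand.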
RXFP1 ag – activates the human relaxin receptor RXFP1 | Potency, µM (series often up to 57.5 µM), inactives show at the top dose activation, usual class: activators | Q9HBX9 | HEK293T-RXFP1 cAMP TR-FRET, 30 min; response scale: percent of porcine relaxin response, buffer zero | 370,000 compounds, 0.3% hits; note: % is set by controls: 0 for no effect and ±100 for the full control effect; nearly all actives have a fitted effect of over 60% in size; many of its hits are not listed in these tables
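cAMP rise read by TR-FRET after 30 min, 37C compound exposure (up to 58 uM) in RXFP1-transfected HEK293 cells with Ro 20174 present. EC50 from Hill-equation fits, with 29 nM porcine relaxin as 100% and buffer as basal.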
TrxR1 substrate – rat thioredoxin reductase 1 substrate activity; O89049; purified TrxR1 substrate turnover, NADPH consumption readout; Potency, µM (titrated, usually from 114 µM), for inactives: at the top dose activity change, negative = substrate turnover; 390,000 compounds, 0.01% hits; AID 588456; note: % is set by controls: 0 for no effect and ±100 for the full control effect; nearly all actives have a fitted effect of over 50% in size
Target sequence (O89049 whole entry, looked up): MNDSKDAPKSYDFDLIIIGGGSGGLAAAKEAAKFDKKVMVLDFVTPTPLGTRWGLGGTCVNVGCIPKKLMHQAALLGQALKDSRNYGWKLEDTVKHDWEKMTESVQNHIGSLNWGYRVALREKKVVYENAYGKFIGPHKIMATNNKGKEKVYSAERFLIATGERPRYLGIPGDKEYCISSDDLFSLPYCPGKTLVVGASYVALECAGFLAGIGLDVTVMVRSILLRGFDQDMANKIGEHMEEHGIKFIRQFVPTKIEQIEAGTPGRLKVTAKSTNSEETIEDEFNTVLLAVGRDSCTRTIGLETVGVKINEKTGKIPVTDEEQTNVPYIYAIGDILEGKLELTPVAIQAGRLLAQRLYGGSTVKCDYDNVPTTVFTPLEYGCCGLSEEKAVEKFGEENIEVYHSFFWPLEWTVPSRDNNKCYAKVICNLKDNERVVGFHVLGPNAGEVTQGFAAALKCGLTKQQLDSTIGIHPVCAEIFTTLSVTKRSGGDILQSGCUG
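Rat TrxR1, dispensed at 90 nM, was prereduced with 400 uM NADPH (final) for 5 min at ~22 deg C, then incubated with compound 15 min before 400 uM selenite. A first-read NADPH fluorescence drop versus no-compound background flagged substrates.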
rTrxR1 inhibitor – inhibitors of rat thioredoxin reductase 1 | Potency, µM (top dose mostly 114 µM), inactives show top-dose activity change, negative = inhibition, most hits filed as inhibitors | recombinant rTrxR1, NADPH fluorescence consumption, selenite substrate | 390,000 compounds, 1% hits | O89049; note: % is set by controls: 0 for no effect and ±100 for the full control effect; nearly all actives have a fitted effect of over 65% in size
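Rat TrxR1 (90 nM in the dispensed reagent) was pre-reduced with 400 uM NADPH for 5 min at room temperature, then incubated with compound for 15 min. After 400 uM selenite was added, NADPH fluorescence (Ex 340/Em 450 nm) was followed for 8 min.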
USP1 inh – USP1/UAF1 (human) deubiquitinase inhibition. O94782. 390,000 compounds, 0.23% hits. AID 743255. Potency, µM (top dose mostly 57.1 µM), without a hit: top-dose activity change, negative = inhibition, most hits filed as inhibitors. recombinant USP1/UAF1, Ub-Rhodamine cleavage fluorescence; note: % is set by controls: 0 for no effect and ±100 for the full control effect; nearly all actives have a fitted effect of over 60% in size; inactives centre near -12
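1 nM enzyme complex + cpd, 15 min RT; start with Ub-Rho 150nM final; kinetic fluorescence ex 480/em 540, 6 reads q60 s. Buffer 50mM HEPES pH 7.8, 0.5mM EDTA, 0.1 mg/ml BSA, 1mM TCEP, 0.01% Tween-20.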
RGS4 inhibitor – human RGS4 inhibition. P49798. Transcreener GDP fluorescence polarization, RGS4-accelerated GTP hydrolysis. Potency, µM (doses to about 114 µM), for the others: at the top dose activity change, negative = inhibition, hits mostly inhibitors. 390,000 compounds, 0.039% hits. AID 504845; note: % is set by controls: 0 for no effect and ±100 for the full control effect; nearly all actives have a fitted effect of over 75% in size; some results filed as inactive show a strong effect at the top dose
Target sequence (P49798 whole entry, looked up): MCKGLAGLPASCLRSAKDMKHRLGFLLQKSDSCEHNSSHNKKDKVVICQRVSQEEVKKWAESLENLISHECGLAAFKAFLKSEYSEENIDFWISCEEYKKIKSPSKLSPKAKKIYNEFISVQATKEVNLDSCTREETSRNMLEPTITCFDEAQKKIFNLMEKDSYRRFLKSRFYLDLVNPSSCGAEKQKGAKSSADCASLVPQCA
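MLSMR compounds (23 nl, pin-transferred) preincubated 10 min at room temperature with a 500nM (2x) first reagent, then RGS4 at 900nM (2x) plus Transcreener GDP mix added; fluorescence polarization (620/688 nm) read before and after 90 min at 30 °C.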
ALOX12 inh – ALOX12 (human) lipoxygenase inhibition. purified 12hLO, xylenol orange hydroperoxide absorbance. Potency, µM (series often up to 108 µM), for the others: top-dose activity change, negative = inhibition, hits mostly inhibitors. 580,000 compounds, 1.1% hits; note: % is set by controls: 0 for no effect and ±100 for the full control effect
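Hydroperoxide product was detected by ferrous iron/xylenol orange as the 573 to 405 nm absorbance ratio. Arachidonic acid at 40 uM (final) was turned over for 30 min at room temperature by 150 nM human 12hLO, pH 7.0 Hepes buffer, after 15 min compound preincubation.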
Vif-A3G inh – blocks the Vif interaction with human APOBEC3G; AID 602310; Potency, µM (top dose mostly 46.1 µM), for inactives: at the top dose activity, negative = active, usual class: inhibitors; 410,000 compounds, 0.076% hits; HeLa A3G-eYFP + Vif (tagged APOBEC3G with the HIV-1 protein that degrades it), YFP fluorescence, overnight; Q9HC16;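 note: % is set by controls: 0 for no effect and ±100 for the full control effect; nearly all actives have a fitted effect of over 60% in size; hits raise eYFP signal because A3G escapes Vif-driven loss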
Target sequence (Q9HC16 whole entry, looked up): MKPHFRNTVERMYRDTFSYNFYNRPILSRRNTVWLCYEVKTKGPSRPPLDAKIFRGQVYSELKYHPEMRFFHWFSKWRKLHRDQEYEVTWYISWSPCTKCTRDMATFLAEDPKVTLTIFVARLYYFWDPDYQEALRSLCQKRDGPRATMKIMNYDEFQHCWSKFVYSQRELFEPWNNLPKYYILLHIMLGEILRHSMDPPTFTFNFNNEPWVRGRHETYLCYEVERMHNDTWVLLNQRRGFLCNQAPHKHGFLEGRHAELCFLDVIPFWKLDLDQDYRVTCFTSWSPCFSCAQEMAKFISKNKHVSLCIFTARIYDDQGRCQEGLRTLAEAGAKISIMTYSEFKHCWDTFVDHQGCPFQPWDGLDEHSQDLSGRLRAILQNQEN
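HeLa cells stably expressing Vif and C-terminally eYFP-tagged A3G, seeded overnight at 37 deg C, then exposed to compound by pintool overnight at 37 deg C. Rise in yellow fluorescence (Ex 488/Em 500-530, Acumen) marks blocked Vif-driven A3G degradation.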
* = called active by the depositor; ? = inconclusive; / = no result given; & = joins results of further samples; [ ] = remark or other dose. Calls come from the whole dose curve; as a rule, active = well fitted curve in the direction sought with a large enough effect; inconclusive = small, poorly fitted or top-dose-only effect, or another doubt; inactive = no such curve, though single readings can be large; an effect the other way counts as inactive or inconclusive. Potency is the fitted concentration of half-maximal effect.

SMILES	mIDH1 inhibitor	Vif-APOBEC3F blk	RXFP1 ag	TrxR1 substrate	rTrxR1 inhibitor	USP1 inh	RGS4 inhibitor	ALOX12 inh	Vif-A3G inh
O=C(NCc1cccc(Cl)c1)c1ccc2c(Cl)c3c(nc2c1)CCCC3	-11%	4%	2.2%	10%	39%[activator]	-29%	0%	-19%	4%
COCCNc1nnc(SCC(=O)NC(=O)c2ccc(Cl)cc2)s1	-11%	7%	-1.3%	4%	20%	-15%	2%	-11%	1%
CCC1C(=O)C(CC)C(c2ccccc2)NC1c1ccccc1 (stereo not given)	9%	-3%	0.0%	-9%[11.4 µM]	-12%[11.4 µM]	-30%	14%	-9%	3%
COc1ccc(-n2cc(C(=O)c3cc4ccccc4oc3=O)c(C(C)=O)n2)cc1	6%	5%	7.6%	-8%	-1%	-15%	-41%	0%	-15%
CCn1c(SCC(=O)c2[nH]c(C)c(C(C)=O)c2C)nnc1-c1cccs1	10%	15%	-2.3%	-5%	-2%	-22%	-16%	-2%	-1%
COc1ccc(-n2cnnc2SCC(=O)N(C)C2CCS(=O)(=O)C2)cc1 (stereo not given)	9%	0%	1.5%	-11%	-12%	-6%	33%	-1%	0%
COc1ccc2c(CC(=O)OCC(=O)Nc3ccccc3[N+](=O)[O-])coc2c1	-6%	0%	2.1%	8%	35%	-19%	6%	-12%	1%
CCOCC(=O)N1CCN(c2cccc(Cl)c2)CC1	1%	-10%	2.5%	6%[57.1 µM]	21%[57.1 µM]	-13%	-14%	-2%	0%
NC(=O)NOCc1ccccc1	-1%	2%	-0.1%	4%	24%	1%	11%	0%	-2%
Cc1ccc(C)c(NS(=O)(=O)c2ccc3c(c2)NC(=O)CO3)c1	-2%	-16%	2.5%	-7%	-6%	-10%	17%[11.4 µM]	-14%	0%
CC1CCN(c2ccc(-c3cccc(NS(=O)(=O)c4cccs4)c3)nn2)CC1	31%	-2%	-0.3%	0%[57.1 µM]	24%[57.1 µM]	?	2%	-19%	-20%
Cc1cc(NC(=O)CSCC(=O)Nc2ccc(Cl)c(C(F)(F)F)c2)no1	-8%	1%	1.3%	-2%[57.1 µM]	1%[57.1 µM]	-8%	7%	-16%	-6%
COCc1c(C(=O)OCC(=O)N2c3ccccc3NC(=O)C2(C)C)oc2ccccc12	2%	-3%	-0.3%	0%	25%	-10%	38%	-5%	?
O=S(=O)(c1ccc(Br)cc1)c1nnn2c1nc(Nc1cccc(C(F)(F)F)c1)c1sccc12	-12%	-5%	0.7%	6%	15%	?	35%	-18%	3%
CC(OC(=O)CCSc1ccccc1)C(=O)Nc1ccc(S(N)(=O)=O)cc1 (stereo not given)	13%	-33%	-1.8%	-2%[57.1 µM]	18%	-10%	5%	-17%	-1%
CC1=C(C(=O)OCC(C)C)C23C(=O)c4ccccc4C2(O1)OC(N)=C3C#N (stereo not given)	7%	-5%	2.7%	-8%	-21%	-4%	6%	-12%[57.4 µM]	-2%
Cc1cc(C)cc(N(C(=O)c2ccc3c(c2)OCO3)C2C=CS(=O)(=O)C2)c1 (stereo not given)	-3%	-2%	-1.3%	5%	23%	-9%	2%	2%&4%	-5%
O=C(Cn1c(=O)sc2ccccc21)Nc1ccccc1C(=O)O	4%	4%	0.6%	-2%	-8%	-3%	-21%	-19%	-11%
COc1cccc(CN(C)CC(=O)Nc2c(C)cccc2C(C)C)c1	4%	6%	-0.1%	8%[57.1 µM]	23%[57.1 µM]	-10%	-3%	-3%	0%
CN(CC(=O)NCCc1ccc(F)cc1)Cc1ccc(Br)cc1	6%	2%	2.1%	-6%	13%	-10%	-17%	14%	1%
CCOc1ccc(CNC(=O)C2CCCN(S(C)(=O)=O)C2)cc1OC (stereo not given)	4%	-3%	-0.2%	3%[57.1 µM]	11%	-10%	-2%	20%	0%
COc1ccc(-n2nc3c(N4CCC(C(=O)NCc5cccc(F)c5)CC4)nnc(C)c3c2C)cc1	0%	4%	?	25%	7%	?	11%	4%	-30%
COc1ccc(F)cc1S(=O)(=O)NCc1cc(=O)n(C)c(=O)n1C	5%	-5%	3.2%	1%	-9%	-17%	-10%	2%	2%
O=Cc1cn(CC(O)CN2CCCCC2)c2ccccc12 (stereo not given)	-10%	12%	-1.7%	-1%	-13%	-16%	-2%[56.9 µM]	142%[activator]	-1%
O=c1c2oc3ccccc3c2ncn1Cc1ccccc1Cl	1%	-5%	4.7%	-7%	-7%	-21%	-15%	-7%	2%
O=C(CSc1nccn1-c1ccccc1)NCc1ccc2c(c1)OCO2	-1%	-22%	-0.4%	13%[57.1 µM]	21%[57.1 µM]	-3%	-31%	0%	1%
Cc1cccn2c(=O)cc(CSc3nnc(NC(=O)c4ccc(F)cc4)s3)nc12	5%	-1%	13%	4%[57.1 µM]	15%[57.1 µM]	-2%	-38%	-8%	-1%
CCN(c1ccccc1)S(=O)(=O)c1ccc(OC)c(NC(=O)CNCCc2ccccc2)c1	-2%	-1%	-0.5%	0%	26%	-16%	25%	0%	-4%
N/C(=N/S(=O)(=O)c1ccccc1)c1cccc([N+](=O)[O-])c1	4%	3%	-1.5%	8%[57.1 µM]	6%[57.1 µM]	-14%	18%	0%	3%
CCN(Cc1ccncc1)C(=O)CCc1ccccc1	5%	2%	-1.4%	-8%[57.1 µM]	7%[57.1 µM]	-26%	6%	-8%	0%
CC1(C)CC(N(Cc2ccccc2)C(=O)Cc2ccccc2)CCO1 (stereo not given)	-3%	-8%	0.8%	1%	18%	-24%	6%	-9%	0%
COc1ccccc1OCCn1c(-c2ccc(Cl)cc2)nc2ccccc2c1=O	-9%	6%	0.8%	-2%	-5%	-5%	13%	-26%	1%
CCCCCc1c(C)nc(Nc2ccccc2)[nH]c1=O	4%	-15%	1.5%	-9%	3%	-9%	-23%	?	-10%
N#Cc1c(-c2ccccc2)nc(SCC(=O)N(c2ccccc2)c2ccccc2)[nH]c1=O	-13%	-10%	7.8%	-3%	-8%	-26%	-1%	-18%	-5%
CCC(c1nnnn1Cc1ccc(OC)cc1)N1CCN(c2ccc(OC)cc2)CC1 (stereo not given)	28%	8%	-2.9%	9%	22%[57.1 µM]	-18%	14%	?	0%
COc1ccccc1N1CN(CCc2ccccc2)CNC1=S	5%	-2%	-9.2%	2%	11%	-16%	-6%	410%[activator]	1%

Single records, as listed above:
Shown for CC1(C)CC(N(Cc2ccccc2)C(=O)Cc2ccccc2)CCO1 (stereo not given) : mIDH1 inhibitor = -3%; Vif-APOBEC3F blk = -8%; RXFP1 ag = 0.8%; TrxR1 substrate = 1%; rTrxR1 inhibitor = 18%; USP1 inh = -24%; RGS4 inhibitor = 6%; ALOX12 inh = -9%; Vif-A3G inh = 0%
Shown for CCCCCc1c(C)nc(Nc2ccccc2)[nH]c1=O : mIDH1 inhibitor = 4%; Vif-APOBEC3F blk = -15%; RXFP1 ag = 1.5%; TrxR1 substrate = -9%; rTrxR1 inhibitor = 3%; USP1 inh = -9%; RGS4 inhibitor = -23%; ALOX12 inh = ?; Vif-A3G inh = -10%

Other results follow.
SMILES	mIDH1 inhibitor	Vif-APOBEC3F blk	RXFP1 ag	TrxR1 substrate	rTrxR1 inhibitor	USP1 inh	RGS4 inhibitor	ALOX12 inh	Vif-A3G inh
O=S(=O)(Nc1ccc(N2CCCCC2)cc1)c1ccc(F)cc1	4%	-19%	0.5%	7%	21%	-26%	7%	?	0%
CCOC(=O)Cc1c(C)nc2cc(-c3ccc(C)cc3)[nH]n2c1=O	-2%	-4%	-1.1%	40%[activator][57.1 µM]	30%[57.1 µM]	-26%	18%	60%[activator]	-5%
CCCCOC(=O)C1Cc2ccccc2C(=O)O1 (stereo not given)	11%	6%	0.6%	-5%	-16%	-11%	-9%	-6%	1%
COc1ccc(Br)cc1/C=N/n1c(-c2ccccc2)n[nH]c1=S	-4%	-3%	1.5%	1%	40%[11.4 µM]	-6%	-2%	-3%	3%
COC(=O)C1=C[C@@H](C(=O)OC)[C@@H]2C3=C(C(=O)C2(C)C)[C@H](C)n2c(=O)n(-c4ccccc4)c(=O)n2[C@@H]3C1	15%	-8%	/	10%&-3%	56µM*	-16%	-20%&-8%	-2%	2%&4%
Cc1cc2nc(-c3ccc(OCc4ccccc4F)cc3)cc(C(F)(F)F)n2n1	-3%	-6%	?	31%[activator]	20%	-28%	-35%	-20%	-1%
CC(=O)N/C(=C\c1ccccc1)C(=O)OCc1cc(C)ccc1C	2%	0%	0.2%	-1%	9%	-23%	-8%	14%	-6%
COc1ccc(/C=N/NC(=O)c2ccc(CSc3nc(C)cc(C)n3)cc2)c(OC)c1OC	3%	3%	0.3%	2%	7%	-14%	-11%	-7%	?
COc1ccccc1N1CCN(C(=O)c2ccc3c(=O)n(Cc4ccc5c(c4)OCO5)c(=O)[nH]c3c2)CC1	2%	-2%	1.5%	-1%	23%	-9%	28%	/	5%
O=C(CCCN1C(=O)c2cccc3cccc(c23)C1=O)NCc1cccs1	-4%	-29%	2.3%	18%[57.1 µM]	20%[57.1 µM]	1%	5%	-15%	3%
Cc1ccsc1/C=N/NC(=O)CN1CCN(S(=O)(=O)c2ccc(Br)cc2)CC1	5%	11%	0.0%	-15%	-19%	-13%	-37%	1%	3%

The list is partial, so the mix of outcomes need not match the whole.
